# High-throughput results as filed in PubChem BioAssay.
# Furin inh: inhibitors of human furin; 0.061% of 220,000 active; AID 463115; inhibition, % at 30 µM; P09958; purified furin, fluorogenic substrate cleavage; in the data active = inhibition above about 25%; also: inactives centre near -15
# EBV gp42 block: EBV gp42 inhibition. 0.42% of 220,000 active. Fluorescence polarization binding assay, mP read-out. inhibition, % (tested at 21.74 µM); in the data active = inhibition above about 50%
# Target sequence (Q1HVG2 whole entry, looked up): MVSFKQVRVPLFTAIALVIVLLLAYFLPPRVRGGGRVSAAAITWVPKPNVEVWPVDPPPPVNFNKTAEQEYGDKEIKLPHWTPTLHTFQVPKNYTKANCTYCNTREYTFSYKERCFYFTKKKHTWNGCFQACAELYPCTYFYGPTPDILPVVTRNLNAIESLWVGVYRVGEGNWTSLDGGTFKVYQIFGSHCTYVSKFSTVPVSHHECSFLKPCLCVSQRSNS
# Runt-CBFb FRET: inhibitors of human RUNX1 Runt domain binding to CBFb. Cerulean-Runt/Venus-CBFb FRET ratio 530/480, 1 h. inhibition, % at 20 µM. 0.46% of 220,000 active;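 active = inhibition over about 50% at 20 µM in the single-dose screen, limit read from the data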;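 also: 0% = DMSO wells and 100% = excess unlabeled CBFb competitor control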
# Target sequence (Q01196 whole entry, looked up, the tested form may be a part): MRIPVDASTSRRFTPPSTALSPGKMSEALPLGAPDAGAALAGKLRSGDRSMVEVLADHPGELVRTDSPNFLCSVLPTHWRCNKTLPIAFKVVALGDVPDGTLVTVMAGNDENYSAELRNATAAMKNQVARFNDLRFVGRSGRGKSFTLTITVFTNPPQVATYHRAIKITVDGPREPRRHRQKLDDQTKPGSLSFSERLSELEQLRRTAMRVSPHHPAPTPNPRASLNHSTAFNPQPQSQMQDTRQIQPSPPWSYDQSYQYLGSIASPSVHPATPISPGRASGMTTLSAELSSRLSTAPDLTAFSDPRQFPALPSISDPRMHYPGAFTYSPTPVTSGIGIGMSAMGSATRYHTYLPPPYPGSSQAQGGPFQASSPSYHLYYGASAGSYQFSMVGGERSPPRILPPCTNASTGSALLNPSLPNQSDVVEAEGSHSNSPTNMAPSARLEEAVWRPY
# Target sequence (Q13951 whole entry, looked up, the tested form may be a part): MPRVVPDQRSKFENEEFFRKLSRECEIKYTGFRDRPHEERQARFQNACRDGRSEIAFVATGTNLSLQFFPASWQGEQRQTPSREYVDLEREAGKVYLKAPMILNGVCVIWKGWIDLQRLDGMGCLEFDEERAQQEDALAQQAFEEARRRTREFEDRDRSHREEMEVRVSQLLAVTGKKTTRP
#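 Assay system: Cerulean-Runt domain fusion protein, energy donor; Signal: fluorescence energy transfer, 422 nm excitation, 530/480 nm emission; Timing: 1 h compound exposure, room temperature; Control set: unlabeled CBFb; Medium: Tris buffer pH 7.5 with salts and BSA; Compound: single test concentration of 20 µM, 1% DMSO final; Probe or stimulus: Venus-CBFb 100 nM.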
# TbHK1 inh: blocks Trypanosoma brucei hexokinase 1 activity | recombinant TbHK1, G6PDH-coupled NADH A340 | inhibition, % at 10 µM | 0.11% of 220,000 active;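 active = inhibition of 50% or more in the single-dose primary screen; inactive = inhibition below 50%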
# p97 inhibitor: blocks human p97 ATPase activity; P55072; recombinant p97 ATPase, Kinase-Glo ATP luminescence, 3 h; inhibition, % at 8 µM; 0.42% of 220,000 active; in the data active = inhibition above about 15%;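 also: 0% = DMSO vehicle and 100% = wells lacking enzyme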
# Runt-SMMHC FRET: Runt domain-CBFb-SMMHC interaction inhibition; Q01196+Q13951; AID 1434; Cerulean-Runt/Venus-CBFb-SMMHC FRET ratio 530/480, 1 h; 0.74% of 220,000 active; inhibition, % at 20 µM;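 active = mean inhibition across duplicate retests at 20 µM reaching about 50%, limit read from the data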;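 also: 0% = DMSO wells and 100% = wells with excess untagged CBFb-SMMHC; inhibitors lower the FRET ratio by blocking Runt binding to CBFb-SMMHC; some results filed as inactive read as strong as hits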
# RBBP9 inh: blocks human serine hydrolase RBBP9. O75884. recombinant RBBP9, FP-Rh probe fluorescence polarization. inhibition, % at 7.94 µM. 0.2% of 220,000 active;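 active = inhibition above the campaign mean of all tested compounds plus 3 SD, cut at about 14% in these data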;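 also: plate controls were DMSO wells with RBBP9 for no effect and wells lacking RBBP9 protein for full effect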
#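 Controls: DMSO-treated enzyme wells and wells lacking RBBP9 | Material: RBBP9 protein | Technique: Fluorescence polarization | Replication: Single well per compound, no replicates | Buffer or medium: Tris-NaCl-Pluronic buffer, pH 8.0 | Timing: 30 min compound preincubation, 45 min probe labeling, 25 °C | Read-out basis: Percent inhibition from mP, scaled between DMSO and no-protein wells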
# p47phox inh: blocks human p47phox regulatory protein of NADPH oxidases. p47phox/p22phox peptide binding, fluorescence polarization, 2 h. 0.53% of 220,000 active. P14598. inhibition, % at 24.7 µM;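 active = inhibition above about 30%, limit read from the data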;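 also: 0% = p47phox with labelled peptide and 100% = labelled peptide alone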
# Calpain2 inh: blocks pig calpain II enzyme activity; purified calpain II, fluorogenic peptide substrate, 30 min; inhibition, % at 16 µM; 0.37% of 220,000 active; AID 1236;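 active = inhibition above about 50%, limit read from the data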
# * = called active by the depositor; [ ] = remark or other dose.
SMILES,Furin inh,EBV gp42 block,Runt-CBFb FRET,TbHK1 inh,p97 inhibitor,Runt-SMMHC FRET,RBBP9 inh,p47phox inh,Calpain2 inh
Cc1ccnn1CC(=O)N/N=C/c1ccc2c(c1)OCO2,-10,-21,-1,18,10,-3,-13,0,3
CCOC(=O)c1cc(-c2ccccc2)n[nH]1,-17,-7,0,-5,2,-1,0,-3,-16
CCCN1CCC2(CC1)C(C#N)=C(N)Oc1c2sc2nc(C)cc(C)c12,-22[20 µM],-17,6,2,0,12,-5,-22,7
COc1ccc(NC(=O)COc2nsnc2N2CCOCC2)cc1,-26,7,-2,0,-3,-2,-9,2,4
C[C@@H]1NC(=O)[C@H](CCCN=C(N)N)NC(=O)c2cc([N+](=O)[O-])cc(I)c2OCC[C@@H](C(=O)NC(CC(=O)O)C(N)=O)NC1=O (stereo not given in full),-9,-7,-1,-9,-9,-2,-1,3,11
COc1ccc(Cn2c(=S)[nH]c3cc(OC)c(OC)cc3c2=O)cc1,-5,5,3,-1,-2,7,-7,3,23
CCC(C)[C@H](NC(=O)N1CCCCCC1)C(=O)O (stereo not given in full),-18,-8,-1,1,-3,2,-7,4,13
COc1ccc(-c2cc(C(F)(F)F)nc(SCC(=O)Nc3ccc4c(c3)OCO4)n2)cc1,-1,-29,-1,0,10,0,-1,-22,15
CC1(c2ccccc2Cl)NC(=O)N(CC(=O)NCCC2=CCCCC2)C1=O (stereo not given),-22,9,-1,1,8,-4,-8,7,-3
CC(C)(C)C1CCc2c(C(=O)NNC(=O)/C=C/C(=O)O)csc2C1 (stereo not given),-21,-7,-4,2,5,2,-2,-9,-7
O=C(CN1C(=O)S/C(=C/c2cc(Br)cs2)C1=O)N1CCOCC1,-13,-19,-1,-4,5,0,-2,-7,-33
C/C(=N\NC(=O)CSCc1ccc([N+](=O)[O-])cc1)c1ccccc1,-27,-5,0,1,0,0,8,-2,-10
COc1ccc(N(C(=O)COc2ccc(C)cc2)S(=O)(=O)c2ccc(C)cc2)cc1,1,2,-2,31,-2,2,0,-6,11
O=C1c2ccccc2C(=O)N1CCc1csc(-c2ccccc2)n1,-2[20 µM],-2,0,-2,-1,-3,-7,-2,16
COC(=O)C1=NN(c2ccc(OC)cc2)C2C(=O)N(c3ccccc3OC)C(=O)C12 (stereo not given),-13,-1,-6,-15,-1,-17,-6,-10,-4
COC(=O)c1nc2ccc(C)cn2c1F,-18,-20,2,-12,-13,1,-8,-5,-36
CC(=O)NCCc1csc(-c2ccccc2)n1,-9[20 µM],0,-3,2,-1,2,-8,0,-4
O=S1(=O)CCC(NCC2CCCO2)C1 (stereo not given),-26,3,-1,-1,1,3,-7,-11,31
CC(C)CNC(=O)COC(=O)c1ccc(F)cc1Cl,-22,-13,-1,0,4,1,-10,4,-10
Cn1c2ccccc2c2cnn(CC(=O)Nc3ccccc3Br)c(=O)c21,-7,-11,-2,-5,-3,-1,-6,8,21

# Arranged by SMILES length (falling): part of the list above.
SMILES,Furin inh,EBV gp42 block,Runt-CBFb FRET,TbHK1 inh,p97 inhibitor,Runt-SMMHC FRET,RBBP9 inh,p47phox inh,Calpain2 inh
COC(=O)C1=NN(c2ccc(OC)cc2)C2C(=O)N(c3ccccc3OC)C(=O)C12 (stereo not given),-13,-1,-6,-15,-1,-17,-6,-10,-4
COc1ccc(N(C(=O)COc2ccc(C)cc2)S(=O)(=O)c2ccc(C)cc2)cc1,1,2,-2,31,-2,2,0,-6,11
C/C(=N\NC(=O)CSCc1ccc([N+](=O)[O-])cc1)c1ccccc1,-27,-5,0,1,0,0,8,-2,-10
O=C(CN1C(=O)S/C(=C/c2cc(Br)cs2)C1=O)N1CCOCC1,-13,-19,-1,-4,5,0,-2,-7,-33
O=C1c2ccccc2C(=O)N1CCc1csc(-c2ccccc2)n1,-2[20 µM],-2,0,-2,-1,-3,-7,-2,16
CC(C)CNC(=O)COC(=O)c1ccc(F)cc1Cl,-22,-13,-1,0,4,1,-10,4,-10
O=S1(=O)CCC(NCC2CCCO2)C1 (stereo not given),-26,3,-1,-1,1,3,-7,-11,31

# More records follow:
SMILES,Furin inh,EBV gp42 block,Runt-CBFb FRET,TbHK1 inh,p97 inhibitor,Runt-SMMHC FRET,RBBP9 inh,p47phox inh,Calpain2 inh
CC1CCN(c2ccccc2NC(=O)c2ccc(C#N)cc2F)CC1,-25,0,0,-6,1,-2,-7,-5,-80
CN1C(=O)C(O)(CC(=O)c2cccnc2)c2ccccc21 (stereo not given),-17[20 µM],-4,-2,1,3,-5,2,-5,-5
COc1cc(CNc2ccc(C)c(C)c2)cc(OC)c1OC,-10,-10,0,-2,1,1,-1,0,-15
CCCSc1nnc(Sc2nnnn2-c2ccccc2)s1,-23,-13,-2,0,6,-5,-1,-14,-11
Cc1ccc(Nc2nc(-c3c(C)nc4ncccn34)cs2)cc1,-21[20 µM],-15,2,-1,0,-4,0,-17,-23
Cc1cc(C(=O)CCl)c(C)n1-c1ccon1,-20,-12,-2,-4,2,0,7,-3,-14
CC1=C(C(N)=O)C(c2ccccn2)n2nc(SCc3ccccc3Cl)nc2N1 (stereo not given),-4,1,-1,0,-1,-1,-1,-6,-14
COc1ccc(S(=O)(=O)N2CCOC2CNC(=O)C(=O)NCCCn2ccnc2)cc1OC (stereo not given),-20,-11,-3,-7,1,0,-10,-4,3
c1cnc2ccc(C(c3nnnn3C3CCCC3)N3CCSCC3)cc2c1 (stereo not given),4[20 µM],-4,0,4,-2,-4,1,-20,-23
Cc1cc(C)c(C(=O)CSC2=NC(N)=C(C#N)C3(CCCCC3)C2C(N)=O)cc1C (stereo not given),-23[20 µM],-3,-3,-12,0,-3,1,-24,-24
Cc1ccc(S(=O)(=O)N2CCC(=O)N(C(COCc3ccc(C(F)(F)F)cc3)Cc3ccccc3)CC2)cc1 (stereo not given),-22,-17,-11,14,2,-6,-3,7,28
CCOC(=O)CC1=CC(=O)Nc2ccccc2N1,-21,-25,-2,-6,4,-4,-3,-17,-4
CC(=O)N1CCc2cc(Br)cc(S(=O)(=O)NCCCN3CCC(C)CC3)c21,-26[20 µM],-7,-1,7,3,1,6,-7,-21
Cc1c(CN2CCC(CO)(CCOc3ccccc3)CC2)c(=O)n(-c2ccccc2)n1C,-26,-1,3,3,3,2,-4,5,8
CN1CCN(c2nc(-c3ccccc3)nc(-c3ccccc3)c2C#N)CC1,-21,2,1,-11,-3,-3,-9,-21,-68
Cc1nc(NS(=O)(=O)c2cccs2)c2c3c(sc2n1)CCC3,-26,-6,-1,6,-1,-8,-2,-14,-24
CCOC(=O)c1cnc2ccccc2c1Nc1cc(C(=O)O)ccc1C,-7,11,-5,-11,9,-5,-9,1,-7
Cc1cccc(CNC(=O)c2ccccc2N)c1,-27[20 µM],-8,2,0,4,2,-3,-12,-290
CCCCCCNC(=O)CCCCCNS(=O)(=O)c1ccc(Br)cc1,-14,-1,-2,-1,-3,-2,-5,-3,5
N#CCSc1ncnc2c1cnn2CCO,-7[20 µM],-13,2,3,-1,-1,-4,1,-10
COc1cccc(C(=O)CSc2nnnn2C)c1,-20,-16,0,0,-1,2,-8,-7,-26
COc1cc(/C=C/C(=O)Nc2ccc3nc4n(c(=O)c3c2)CCCC4)cc(OC)c1OC,-7,-10,-1,-65,0,1,-2,1,-91
C/C(CC1(O)C(=O)N(C)c2ccccc21)=N\O (stereo not given),-25,-14,-1,1,5,2,-8,-11,-1
CCC(Sc1nc2n[nH]c(C)c2c(=N)n1-c1cc(Cl)ccc1C)C(=O)N1CCOCC1 (stereo not given),-22,7,-7,-6,1,-3,-6,-4,-14
COc1ccc(CC(=O)NNC(=O)c2ccc(NC(C)=O)cc2)cc1,-19,-6,1,-4,1,2,-2,-11,-15
CCN1CCN(c2nc(Nc3ccc(C)c(C)c3)nc(N)c2[N+](=O)[O-])CC1,0,-8,0,-16,1,0,3,-6,17
O=C(NN1C(=O)c2ccccc2C1=O)c1ccccc1[N+](=O)[O-],-11,-5,-1,-7,2,1,-1,7,6
Cc1cc(CN2C(=O)c3ccccc3C2=O)no1,-15,-29,2,3,-5,-2,0,-2,30
CCOC(=O)N1CCN(C(=O)c2n[nH]c(=O)c3ccccc23)CC1,-19[20 µM],-18,-1,-1,6,0,-3,-6,-24
CCOC(=O)Cc1nn(CC)c(=O)c2ccccc12,-25,-19,-2,3,3,-2,-3,-12,-44
CC(Oc1ccc(Cl)cc1Cl)C(=O)NCCCN1CCOCC1 (stereo not given),-14,-24,2,-6,-4,-9,-3,-27,5
Cc1cccc(NC(=O)Nc2ccccn2)c1C,-17,-3,2,0,-3,0,0,-4,11
CC1(C)Cc2noc(N)c2C(C)(C)N1OC(=O)c1scc2c1OCCO2,-11,-17,0,5,5,-4,-9,-9,-27
C=CCNC(=O)/C(C#N)=C/c1cc(Br)ccc1OC,-22,3,0,-3,4,-1,5,2,-20
COc1ccc(C)cc1NC(=O)Nc1cccc(C(=O)O)c1,-27,-8,2,2,7,4,-4,-2,-29
CCN(CC)c1ccc(-c2nc3cnccn3c2NC2CCCC2)cc1,1[20 µM],-21,-6,-11,-3,-30,-3,-32,-43
CCCCN=Cc1c(C)[nH]n(-c2ccccc2)c1=S,-10,-18,6,-1,1,39,-8,-4,-8
Cc1ccccc1NC(=S)NC1(C)CCS(=O)(=O)C1 (stereo not given),-9,-12,-2,33,5,-1,-1,3,-12
COc1ccc(CCCc2nnc(SCC(=O)Nc3cc(C)ccc3C)o2)cc1,-3[20 µM],2,1,-6,-11,-2,-10,-9,-43
CCCn1nnc(NC(=O)c2ccc(OC)cc2)n1,-12[20 µM],0,1,-4,-2,-3,3,-3,-50
